Giardia killer: Small Molecules that selectively kill Giardia lamblia: qHTS; Giardia lamblia trophozoite viability; activity change, % at 7.66 µM, hits read low; 340,000 tested, 0.15% active; AID 540267, 2011; in the data active = activity change below about -80%; inconclusive = between about -30% and that limit;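 also: parasites exposed to compound for two days anaerobically before the ATP read; % is scaled to controls: 0 for no effect and ±100 for the full control effect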
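Anaerobic 48 hrs incubation at 37 deg C of 100 trophozoites/well with test compounds; ATPLite 1-Step luminescence, 15-30 min RT, reports cellular ATP as viability.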
p53 reactivation: qHTS assay for re-activators of p53 using a Luc reporter; H1299 p53-A138V BP100-luciferase reporter, luminescence, 24 h; Potency, µM (series often up to 92.2 µM), without a hit: at the top dose activity change, positive = activation, actives largely listed as activators; 320,000 tested, 0.063% active; AID 504706, 2011; also: potency is read from the fitted curve at half-maximal effect; % of control where 0% means no effect; nearly all actives have a fitted effect of over 45% in size
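p53-null H1299 cells stably carrying temperature-sensitive p53-A138V and a BP100-luciferase reporter were pinned with compounds (4-point, 1:5 series) and held 24 hrs at 37 deg C. Luminescence was read 10 min after detection reagent.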
Rab9 prom act: qHTS Assay for Rab9 Promoter Activators; Huh7 Rab9 promoter-luciferase reporter, luminescence, 24 h; Potency, µM (series often up to 9.22 µM), for the others: at the highest dose activation, negative = inhibition, most hits filed as activators; 320,000 tested, 2.8% active; AID 485297, 2010; also: potency is read from the fitted curve at half-maximal effect; % of control where 0% means no effect; nearly all actives have a fitted effect of over 60% in size
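Cell-based reporter: Huh7 stable for Rab9 promoter-driven luciferase, plated in reduced-serum medium with 10% FBS at 1500 cells/well, compound-treated 24 h at 37 °C, luminescence read after 10 min reagent.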
Menin MLL FP TR: qHTS Assay for Inhibitors Targeting the Menin-MLL Interaction in MLL Related Leukemias: Competition With Texas Red Labeled MLL-derived Mutant Peptide | 270,000 tested, 0.23% active | AID 1768, 2009 | Potency, µM (top dose mostly 61.6 µM), for the others: top-dose FP activity change, negative = inhibition, actives largely listed as inhibitors | Menin + Texas Red MLL mutant peptide, fluorescence polarization; active = well fitted inhibition curve with a large enough effect in the polarisation, with a control signal flat, not every such curve was filed as active; inconclusive = small, poorly fitted or top-dose-only effect, or effect the other way, or a change in a side signal; inactive = no such curve, though single readings can be large or run the other way; the % refers to the polarisation; also: potency is read from the fitted curve at half-maximal effect; % of control where 0% means no effect; many of its hits are not listed in these tables
ELG1 genotox: qHTS screen for small molecules that induce genotoxicity in human embryonic kidney (HEK293T) cells expressing luciferase-tagged ELG1. HEK293T ELG1-luciferase reporter, luminescence, 16 h. Potency, µM (highest dose often 46 µM), for the others: top-dose activity change, positive = activation, actives largely listed as activators. 330,000 tested, 1.3% active; also: potency is read from the fitted curve at half-maximal effect; % of control where 0% means no effect; nearly all actives have a fitted effect of over 60% in size
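Screening used a luciferase reporter fused to human ELG1 in HEK293T cells. Luminescence was read on a CCD plate imager after 16 hr exposure and 30 min ONE-Glo incubation.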
NPC1 prom act: qHTS Assay for NPC1 Promoter Activators; Huh7 NPC1 promoter luciferase reporter, 24 h; 320,000 tested, 2.4% active; AID 485313, 2010; Potency, µM (doses to about 9.22 µM), for inactives: at the highest dose activation, actives largely listed as activators;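 also: potency is read from the fitted curve at half-maximal effect; % of control where 0% means no effect; nearly all actives have a fitted effect of over 60% in size; reporter is driven by a mutant NPC1 promoter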
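Quantitative HTS used a cell-based reporter: Huh7 cells stably bearing the NPC1 promoter upstream of luciferase were treated with compounds for 24 h, and promoter activation was read as luminescence.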
PKM2 activator: qHTS Assay for Activators of Human Muscle isoform 2 Pyruvate Kinase. Pyruvate kinase PKM (Homo sapiens), P14618. purified PKM2, Kinase-Glo ATP luminescence, activation; response scale: 0% is enzyme alone, no compound. Potency, µM (top dose mostly 57.5 µM), without a hit: at the top dose activation, most hits filed as activators. 260,000 tested, 0.34% active; also: potency is read from the fitted curve at half-maximal effect; % is scaled to controls: 0 for no effect and ±100 for the full control effect; nearly all actives have a fitted effect of over 55% in size
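Purified hPK-M2 (>95%) run at intermediate activity with 0.1 mM ADP and 0.5 mM PEP in 50 mM imidazole pH 7.2, KCl, MgCl2; 1 h room temperature. ATP formed read by Kinase-Glo luminescence; normalized to uninhibited and no-enzyme controls.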
RORgamma inh: qHTS for inhibitors of ROR gamma transcriptional activity. Nuclear receptor ROR-gamma (Mus musculus), P51450. Drosophila S2 Gal4-RORgamma UAS-luciferase reporter, 20 h. Potency, µM (doses to about 53.6 µM), for the others: top-dose activity change, negative = inhibition, usual class: inhibitors. 310,000 tested, 5.4% active; also: potency is read from the fitted curve at half-maximal effect; % is scaled to controls: 0 for no effect and ±100 for the full control effect; nearly all actives have a fitted effect of over 60% in size
Target sequence (P51450 whole entry, looked up, the tested form may be a part): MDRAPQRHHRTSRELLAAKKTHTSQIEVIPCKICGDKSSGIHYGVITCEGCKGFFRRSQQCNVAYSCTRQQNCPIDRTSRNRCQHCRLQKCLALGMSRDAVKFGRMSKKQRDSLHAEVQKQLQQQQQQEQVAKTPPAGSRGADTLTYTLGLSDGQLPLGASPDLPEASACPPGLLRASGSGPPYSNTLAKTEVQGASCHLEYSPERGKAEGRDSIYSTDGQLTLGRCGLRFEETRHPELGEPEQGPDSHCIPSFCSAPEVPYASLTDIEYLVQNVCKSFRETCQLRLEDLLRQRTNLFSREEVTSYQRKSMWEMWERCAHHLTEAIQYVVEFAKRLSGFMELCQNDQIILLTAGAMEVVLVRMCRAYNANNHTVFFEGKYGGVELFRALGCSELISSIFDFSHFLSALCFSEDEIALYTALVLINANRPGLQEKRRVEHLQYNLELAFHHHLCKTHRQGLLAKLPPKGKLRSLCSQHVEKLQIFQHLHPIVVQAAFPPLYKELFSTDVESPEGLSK
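Compounds are pin-transferred onto Drosophila Schneider cells expressing a copper-inducible Gal4–ROR gamma transactivation domain fusion. After 1 hr, copper sulfate is added to 700 uM final; luciferase is read 20 hr later.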
Gal4-VP16 FLuc: VP16 counterscreen qHTS for inhibitors of ROR gamma transcriptional activity. Drosophila S2 Gal4-VP16 UAS-luciferase, luminescence, 20 h. Potency, µM (titrated, usually from 53.6 µM), without a hit: at the top dose activity, negative = inhibition, hits mostly inhibitors. 310,000 tested, 3.5% active;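 also: Gal4-VP16 expression switched on by copper sulfate through the metallothionein promoter; potency is read from the fitted curve at half-maximal effect; % is scaled to controls: 0 for no effect and ±100 for the full control effect; nearly all actives have a fitted effect of over 50% in size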
FLuc counter: qHTS profiling assay for firefly luciferase inhibitor/activator using purifed enzyme and Km concentrations of substrates (counterscreen for miR-21 project); AID 588342, 2011; 360,000 tested, 6.9% active; purified FLuc, Km substrates, luminescence inhibition; Potency, µM (doses to about 57.5 µM), inactives show at the top dose activity change, negative = inhibition, hits mostly inhibitors;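 also: potency is read from the fitted curve at half-maximal effect; plate controls were vehicle for no effect and reference inhibitor for full effect; nearly all actives have a fitted effect of over 55% in size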
Target sequence (P08659 whole entry, looked up): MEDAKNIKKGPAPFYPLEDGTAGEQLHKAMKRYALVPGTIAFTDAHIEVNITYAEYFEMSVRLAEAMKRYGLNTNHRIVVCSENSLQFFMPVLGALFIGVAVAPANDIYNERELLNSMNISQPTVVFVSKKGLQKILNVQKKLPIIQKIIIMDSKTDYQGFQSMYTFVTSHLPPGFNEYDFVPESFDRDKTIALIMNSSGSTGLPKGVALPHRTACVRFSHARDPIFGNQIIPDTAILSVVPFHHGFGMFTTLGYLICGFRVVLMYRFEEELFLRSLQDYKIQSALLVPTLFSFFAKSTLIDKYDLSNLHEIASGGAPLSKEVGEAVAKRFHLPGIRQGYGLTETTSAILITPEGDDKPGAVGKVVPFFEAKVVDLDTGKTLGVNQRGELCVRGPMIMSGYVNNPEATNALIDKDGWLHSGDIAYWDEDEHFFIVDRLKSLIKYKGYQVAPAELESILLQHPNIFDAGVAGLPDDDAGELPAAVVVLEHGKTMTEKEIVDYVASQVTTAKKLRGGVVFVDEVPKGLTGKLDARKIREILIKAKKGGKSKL
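Biochemical qHTS of compounds, final roughly 60 µM downward over six points, against 10 nM purified firefly luciferase using Km concentrations of substrates (10 uM D-luciferin, 10 uM ATP) in Tris acetate pH 7.5 buffer; luminescence output.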
BRCA1 expr up: qHTS Assay to Identify Small Molecule Activators of BRCA1 Expression; 380,000 tested, 1.1% active; MCF7-BRCA1-FFLuc reporter, luminescence, 48 h; response scale: scaled: vehicle 0%, 10 µM genistein 100%; AID 624202, 2012; Potency, µM (series often up to 46.1 µM), for inactives: top-dose activation, most hits filed as activators; also: potency is read from the fitted curve at half-maximal effect; nearly all actives have a fitted effect of over 80% in size; some results filed as inactive show a strong effect at the top dose
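Activators of BRCA1 expression were detected as increased firefly luciferase luminescence in engineered MCF7 cells after 48 h compound incubation. Signals were scaled to genistein 10 microM as full activation.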
Numbers without * were called inactive; u = inconclusive; x = no result given; [ ] = dose if it differs, or a comment. Unless noted, calls follow the shape of the dose curve; as a rule, active = well fitted curve in the direction sought with a large enough effect; inconclusive = small, poorly fitted or top-dose-only effect, or another doubt; inactive = no such curve, though single readings can be large; an effect the other way counts as inactive or inconclusive. An excerpt; rates above refer to the full screens.

SMILES	Giardia killer	p53 reactivation	Rab9 prom act	Menin MLL FP TR	ELG1 genotox	NPC1 prom act	PKM2 activator	RORgamma inh	Gal4-VP16 FLuc	FLuc counter	BRCA1 expr up
CC(C)(O)C#Cc1ccc(C(=O)NC(CCCNC(N)=O)C(=O)O)s1 (configuration not stated)	-12	1%	-3%	4%	-1%	2%	2%	2%	2%	-1%	-1%
O=C(O)CC(Cn1[nH]nnc1=S)c1ccccc1 (configuration not stated)	4	1%	1%	12%	0%	3%	-8%	-13%	8%	-7%	17%
Cc1cc(C)c2c(c1)cc(C)c1nnc(SCC(=O)Nc3ccccc3N3CCOCC3)n12	6	-23%	0%	-4%	-4%	-3%	1%	-13%	-23%	0%	-28%
NC(=O)CC(NC(=O)c1cccc(Br)c1)c1ccc(NCC2CC2)c([N+](=O)[O-])c1 (configuration not stated)	13	7%	-2%	5%	-1%	1%	3%	-3%	-4%	5%	-10%
CCOC(=O)c1sc(/N=C/N(C)C)c(C(=O)OCC)c1C	-20	4%	0%	-2%	5%	-3%	-1%	0%	-7%	0%	3%
NC(N)=NN=C1c2ccccc2-c2ccccc21	-12	-3%	-5%[1.84 µM]	-10%	-3%	-11%	x	-7%	5%	u	-17%
Cn1c(NC(=O)C2CCCC2)cc(=O)n(C)c1=O	-19	1%	1%	3%[11.7 µM]	8%	0%	-12%	0%	-4%	0%	8%
O=c1c2cc(Br)ccc2nc(-c2ccc(Cl)cc2)n1O	2	17%	1%[1.84 µM]	u	-11%	-1%	x	28%	0%	0%	-32%
COc1ccc(CC(=O)Nc2ccc(-c3noc(-c4ccc(Cl)cc4)n3)cc2)cc1	8	14%	-3%	u	u	-2%	2%	-16%	-17%	4%	2%
Cc1ccc(F)cc1NC(=O)N1c2ccccc2NC(=O)CC1C (configuration not stated)	-17	-1%	-12%	x	-1%	1%	1%	21%	-4%	1%	-1%
O=C(CCN1C(=O)c2ccccc2C1=O)C1=NN[C@@H]2C(=O)N(c3cccc(Cl)c3)C(=O)[C@H]12	-21	-5%	-2%	8%	-2%	-3%	0%	12%	-15%	-12%	-6%
Cc1cc(-c2ccc(C(C)C)c(S(=O)(=O)N3CCOc4ccccc43)c2)on1	2	1%	-6%	32%[activator]	-10%	-8%	x	-8%	-28%	-2%	-37%
O=[N+]([O-])c1cc(Br)cc(/C=N/n2cnnc2)c1O	26	-1%	-2%	u	0%	-6%	5%	8%	14%	u	-52%
CCOC(=O)C1CCCCN1Cc1ccc(-c2ccccc2)cc1 (configuration not stated)	3	x	6%	-10%	-2%	5%	3%	u	29%	-18%	4%
COC(=O)Cc1ccc2oc(-c3cccnc3)nc2c1	-2	u	20%	1%	-5%	u	-6%	17%	-3%	u	79%
Cn1c(SCC(=O)N2CCN(c3ccccc3)CC2)nnc1-c1c[nH]c2ccccc12	17	0%	-5%	-3%	-17%	0%	28%	18%	u	-3%	-52%
Nc1cnn(C2CCCO2)c(=O)n1 (configuration not stated)	0	-6%	2%	-4%	-1%	-4%	22%	15%	-1%	-2%	-2%
CCOc1cc(NC(=S)NCCCN(C)C)c(OCC)cc1NC(=O)C1CC1	-2	-3%	2%	23%	0%	1%	-2%	-17%	6%	1%	0%
Cc1cccc(C(=O)OCC(=O)Nc2ccc(N3CCCCC3)cc2)c1O	5	-3%	-1%	2%	1%	3%	9%	-7%	7%	3%	4%
CCC(C)Sc1ccc(-c2nc3ccc(C)cn3c2NC2CCCCC2)cc1 (configuration not stated)	-12	8%	14%	x	u	-3%	x	x	x	-4%	-18%
COCCn1c(C)cc(C(=O)COC(=O)c2ccc3c(c2)NC(=O)CS3)c1C	8	19%	1%	-9%	1%	0%	19%	10%	-8%	13µM*	42%
Cn1c(SCc2ccccc2)nc2ccsc2c1=O	-7	-2%	0%	0%	0%	-10%	u	42%	u	-17%	-16%
COc1ccc(NC(=O)Nc2ccc3nonc3c2)cc1	-11	10%	3.5µM*	x	3%	u	4%	1%	10%	u	69%
O=c1ccc(=O)n2n1CC(O)C2	-5	1%	-4%	-15%	1%	-1%	0%	-5%	-15%	2%	-11%
Cc1csc2nc(O)c(C(=O)NC3CCCCCC3)c(=O)n12	18	0%	-2%	x	-7%	-2%	x	x	x	8%	-36%
CCOC(=O)c1ccc(N2C(=O)CC(NC3CCN(C(=O)c4cccc(Cl)c4)CC3)C2=O)cc1 (configuration not stated)	-10	2%	0%	14%	1%	2%	14%	u	u	-1%	9%
COc1cc(OC)c(C(=O)NCC2CCCO2)cc1OC (configuration not stated)	10	0%	-10%	-11%	4%	-1%	-4%	-9%	-4%[10 µM]	0%	-3%
COc1ccccc1OCC(=O)OC/C(O)=C(\C#N)c1nc2ccccc2[nH]1	22	u	-7%	u	u	4%	6%	11%	-5%	u	-12%
CCCn1c(-c2ccc(F)cc2)n[nH]c1=S	-1	-4%	1%	0%	-5%	1%	-6%	u	1%	11%	0%
Oc1[nH]c2ccccc2c1N=Nc1nc2ccccc2s1	-13	u	1.1µM*	2%	0.46µM*	3.5µM*	-2%	u	-24%	1.3µM*	-23%
CC(=O)/C(N=Nc1ccc(SC(F)F)cc1)=C(\C)O	43[activator]	3%	-7%	10%	6%	-1%	1%	33%	1%	-7%	-22%
Cc1ccc(N(Cc2ccccc2)C(=O)c2cc(S(=O)(=O)N3CCOCC3)ccc2C)cc1	15	-3%	0%	x	u	-2%	x	x	x	-18%	-11%
CC(C)Cc1nnc(NC(=O)CCC(=O)N2CCC(C)CC2)s1	8	0%	-2%	x	-1%	-16%	x	-2%	-3%	2%	-2%
O=C(O)C1CCCCC1C(=O)Nc1nccs1 (configuration not stated)	1	1%	2%	-2%	1%	-3%	-5%	-22%	-9%	7%	2%
S=C(Nc1ccccc1)N(Cc1ccccc1)Cc1ccncc1	16	2%	-2%	8%	0%	0%	-3%	-1%	-21%	2%	1%
CNc1nc(N)c([N+](=O)[O-])c(NCc2ccccc2)n1	-14	15%	-11%	-12%	17%	-5%	5%	-16%	-4%	3%	-35%
COCC(C)N=C1SCCN1Cc1ccccc1 (configuration not stated)	-15	15%	-3%	-17%	0%	1%	-3%	-6%	4%	2%	-20%
O=C1N(c2ccccc2C(F)(F)F)O[C@@]1(c1ccccc1)C1CCCC1	0	7%	-3%	x	-4%	-7%	x	x	x	4%	0%
CCOc1ccccc1-n1c(SCC(N)=O)nc2ccccc2c1=O	5	6%	3%	-2%	3%	-1%	-1%	14%	0%	0%	13%
Cc1ccc2c(C)c(C(=O)N(Cc3cccs3)C3CCS(=O)(=O)C3)oc2c1 (configuration not stated)	22	2%	11%	-5%	-2%	7%	-2%	-15%	7%	1%	-19%
CSc1nsc(SCc2cnc(C)nc2N)n1	-11	0%	-9%	0%	0%	-2%	9%	24%	0%	4%	20%
O=C(NCCCN1CCOCC1)c1cc(-c2ccc(Br)cc2)on1	0	-25%	-12%	11%	0%	-1%	-8%	u	-18%	u	-29%
Cc1cc(C)c(S(=O)(=O)Nc2ncccc2C)c(C)c1	-17	x	-10%	-1%	2%	-7%	12%	3%	-1%	6%	-1%
O=C(O)c1c(NC(=O)N2CCOCC2)sc2c1CCCC2	u	5%	-7%	17%	1%	1%	x	7%	-7%	u	-14%
CN(C)S(=O)(=O)c1ccc(C(=O)NCc2nnc(SCC(=O)N3CCCCCC3)o2)cc1	-21	-10%	12%	x	-9%	-5%	5%	7%	1%	0%	0%
CC(=O)C1=C(Nc2ccccc2)CC(C)(O)C(C(C)=O)C1c1ccccc1 (configuration not stated)	5	1%	0%	x	0%	0%	0%	7%	-6%	0%	-8%
O=C(O)CNC(=O)/C(=C/c1ccco1)NC(=O)/C=C/c1ccccc1	-1	-1%	-1%	-12%	0%	-1%	3%	18%	0%	-1%	-7%
